Rtt109 Vps75 – inhibitors of Candida albicans Rtt109/Vps75 histone acetyltransferase; 0.16% of 330,000 active; inhibition, % at 34.9 µM; AID 540336; Q5AAJ8; purified Rtt109/Vps75, ThioGlo CoA-SH fluorescence, 4 h;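 active means inhibition of at least 50% in every replicate; inconclusive means best replicate reaches 50% inhibition but some replicates fall short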
Target sequence (Q5AAJ8 whole entry, looked up): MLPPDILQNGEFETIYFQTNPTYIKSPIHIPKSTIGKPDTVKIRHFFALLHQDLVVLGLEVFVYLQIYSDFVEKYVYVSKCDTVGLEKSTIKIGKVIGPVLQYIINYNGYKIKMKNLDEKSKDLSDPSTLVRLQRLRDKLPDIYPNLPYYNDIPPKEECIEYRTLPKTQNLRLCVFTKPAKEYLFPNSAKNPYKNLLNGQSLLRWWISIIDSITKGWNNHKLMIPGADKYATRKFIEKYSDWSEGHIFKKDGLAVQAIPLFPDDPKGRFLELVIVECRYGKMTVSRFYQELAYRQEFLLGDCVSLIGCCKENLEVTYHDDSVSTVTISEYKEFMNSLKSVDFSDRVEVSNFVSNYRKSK
DAGLB inhibitor – diacylglycerol lipase beta (human) inhibition; Q8NCG7; HEK293T DAGLB membrane lysate, EnzChek fluorogenic substrate; inhibition, % at 5.17 µM; 0.059% of 340,000 active; AID 504411; in the data active means inhibition above about 34%;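 further: 0% = enzyme with vehicle and 100% = wells lacking enzyme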
Target sequence (Q8NCG7 whole entry, looked up): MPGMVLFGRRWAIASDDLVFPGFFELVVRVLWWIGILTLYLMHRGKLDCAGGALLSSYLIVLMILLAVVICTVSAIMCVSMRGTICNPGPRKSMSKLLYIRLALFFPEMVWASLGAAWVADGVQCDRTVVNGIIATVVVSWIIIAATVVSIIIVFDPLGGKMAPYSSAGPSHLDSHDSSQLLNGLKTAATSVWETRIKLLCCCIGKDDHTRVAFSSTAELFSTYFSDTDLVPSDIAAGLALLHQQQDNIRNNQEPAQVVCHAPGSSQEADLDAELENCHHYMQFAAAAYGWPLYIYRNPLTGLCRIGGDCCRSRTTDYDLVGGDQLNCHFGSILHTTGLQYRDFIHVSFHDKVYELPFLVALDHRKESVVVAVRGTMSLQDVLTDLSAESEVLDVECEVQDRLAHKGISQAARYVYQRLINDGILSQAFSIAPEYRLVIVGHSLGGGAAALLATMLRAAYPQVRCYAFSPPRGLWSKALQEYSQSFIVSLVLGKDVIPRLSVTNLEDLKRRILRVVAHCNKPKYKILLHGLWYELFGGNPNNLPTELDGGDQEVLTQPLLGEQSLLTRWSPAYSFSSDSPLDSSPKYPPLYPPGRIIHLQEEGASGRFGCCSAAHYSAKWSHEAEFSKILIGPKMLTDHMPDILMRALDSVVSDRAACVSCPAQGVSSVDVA
E coli growth – reduces bacterial viability in AddAB counter-screen | E. coli V3065 growth, OD600 absorbance, 18 h | inhibition, % at 11.9 µM | 0.27% of 330,000 active | AID 449728;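 active means inhibition above the campaign's mean inhibition across all tested compounds plus 3 SD, cut at about 9.9% in these data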;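 further: uninfected addAB+ strain grown without phage in ampicillin broth; 0% = DMSO wells and 100% = ciprofloxacin 0.95 µg/ml wells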
AddAB inh – less growth of phage-infected E. coli with AddAB | AID 435030 | 0.29% of 330,000 active | inhibition, % at 11.9 µM | E. coli expressing H. pylori AddAB, absorbance growth; in the data active means inhibition above about 12%;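 further: 0% = vehicle wells of infected cells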
CAL PDZ FP – human CAL PDZ-peptide interaction inhibition; Q9HD26; purified CAL PDZ, TMR-peptide fluorescence polarization, 1 h; inhibition, % at 20 µM; 0.02% of 330,000 active; AID 504414;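 active means highest replicate inhibition of at least 40%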;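 further: plate controls were DMSO neutral control wells for no effect and unlabeled competitor peptide control wells for full effect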
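material = purified tagged CAL PDZ domain construct (CerCALP) | buffer or medium = sodium phosphate/NaCl buffer pH 7.4 with TCEP, IgG, Thesit | reagent = TMR-labelled reporter peptide T*-PRC34 bound in PDZ groove | incubation = 1 h room-temperature incubation prior to read | measured by = fluorescence polarization (mP) | evaluation = percent inhibition from loss of millipolarization | control set = unlabelled peptide and DMSO controls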
phage Ecoli inh – E. coli growth loss with phage present; inhibition, % at 11.9 µM; growth absorbance; 0.26% of 360,000 active; in the data active means inhibition above about 11%
Tat transport – inhibitors of E. coli Tat protein transport. E. coli MC4100 TorA-mCherry Tat export, fluorescence. inhibition, % at 10 µM. 0.036% of 340,000 active;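 active means mean replicate inhibition at least 50% and at least half of replicates individually reaching 50%; inconclusive means only one of the two criteria met; inactive means neither criterion met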;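 further: exported cargo escapes ClpAP degradation while cytoplasmic cargo is degraded and loses fluorescence; 0% = median of neutral control wells and 100% = median of NaSCN control wells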
Wnt act – Wnt/beta-catenin pathway activation. Wnt/beta-catenin reporter cell assay, activator, plate reader. AID 743398. 1.2% of 300,000 active. activation, % at 9.35 µM; in the data active means activation above about 30%, passing the limit was not always enough; inconclusive means no clear call, values can overlap the other calls;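 further: 0% = neutral control wells and 100% = positive control wells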
PfHsp90 yeast 2 – growth inhibition of yeast expressing Plasmodium Hsp90. S. cerevisiae expressing PfHsp90, BacTiter-Glo ATP, 48 h; yeast lacking PDR1 and PDR3 efflux regulators. inhibition, % at 9.4 µM. 0.32% of 310,000 active;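 active means every replicate shows inhibition above about 80%, whatever the replicate mean, limit read from the data; inconclusive means mean inhibition reaches the set limit but some replicate falls short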;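 further: 0% = DMSO neutral controls and 100% = 20 µM radicicol positive controls; yeast relying on Plasmodium falciparum Hsp90 in place of its own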
PvdQ acylase – P. aeruginosa PvdQ acylase inhibition. purified PvdQ acylase, fluorescence plate reader. inhibition, % at 10 µM. 0.063% of 340,000 active. AID 488965; in the data active means inhibition above about 30%, passing the limit was not always enough; inconclusive means no clear call, values can overlap the other calls;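 further: 0% = vehicle neutral wells and 100% = reference inhibitor wells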
Active calls of the source: *; ? = inconclusive; . = not tested or not shown; & = joins results of further samples. Compounds were not picked by outcome, and some 1.9% of all compounds hit somewhere here.

SMILES	Rtt109 Vps75	DAGLB inhibitor	E coli growth	AddAB inh	CAL PDZ FP	phage Ecoli inh	Tat transport	Wnt act	PfHsp90 yeast 2	PvdQ acylase
N#Cc1c(NC(=O)CSc2nc3ccccc3c(=O)n2Cc2ccco2)sc2c1CCCC2	3	-2	-0.7	-0.8	0.3	3.8	3	2&-2	-15	12
CC(Oc1ccccc1)C(=O)NC1CCCCCCC1 (stereo unspecified)	-4	-5	0.3	-0.2	-2.3	-0.5	-1	-1	3	-10
CC(C)(C)OC(=O)N1Cc2[nH]c3ccccc3c2C[C@@H]1C(=O)O	0	2	-0.3	-0.2	-0.2	2.8	3	2	-12	-17
Cc1ccc(NC(=O)CC2S/C(=N/c3nccs3)N(C)C2=O)c(C)c1 (stereo unspecified)	2	-3	1.7	0.7	-1.5	3.8	-6	.	-5	-21
CCCc1ccc2oc(C(=O)N(C)Cc3ccn[nH]3)c(C)c2c1	-6	0	0.3	1.7	-1.6	-0.3	2	7	-29	-10
CCCn1c2ccc(C)cc2c2nnc(SCCN3CCCCC3)nc21	8	1	.	.	-2.6	0.2	-4	1	5	-4
COc1nc(N(CC(N)=O)S(=O)(=O)c2ccccc2)nc(C)c1Cl	-2	-3	0.4	1.6	-0.7	2.5	7	-1	9	-3
N/C(=N\OC(=O)Cc1ccc([N+](=O)[O-])cc1)c1ccc([N+](=O)[O-])cc1	4	-5	-1.2	0.3	0.3	0.6	-2	-1	2	-5
CC1CC(C(=O)Nc2ccccc2)C(=O)O1 (stereo unspecified)	10	0	1.3	1.4	-0.9	3.5	6	-1	-20	-13
CC1CC2C3CCC4=CC(=O)C=CC4(C)C3(F)C(O)CC2(C)C1(O)C(=O)CO (stereo unspecified)	15	1	0.6	1.2	-2.6	0.2	-4	-2	-1	-1
Cc1c(NC(=O)C(C)Oc2ncnc3ccccc23)c(=O)n(-c2ccccc2)n1C (stereo unspecified)	-27	1	-0.6	-5.8	-0.1	-0.3	-4	7	7	-8
COc1ccc(OC)c(CNC(=O)C2CCCN(C(=O)N(C)C)C2)c1 (stereo unspecified)	.	-3	-0.1	0.8	-2.1	2.1	1	.	7	0
Cc1cccc(OC(C)C(=O)N2CCCc3ccccc32)c1 (stereo unspecified)	6	-2	-0.2	-0.3	-0.6	5.0	2	-3	-29	0
OC1=C(O)c2nc3ccccc3nc21	1	3	2.6	1.0	-0.8	.	-3	-2	-23	-4
CN(CCCC1CCCC1)C(=O)CCc1nnc(-c2ccccc2)o1	15	-2	-1.4	-1.3	-0.8	3.1	9	10	-38	-5
Cc1onc(-c2c(Cl)cccc2Cl)c1C(=O)N1CCN(c2ccccc2)CC1	.	-6	-2.5	-1.7	-3.1	3.2	-2	-3	12	2
CC(C)COc1cccc(C(=O)Nc2ccc(CN3CCOCC3)cc2)c1	9	-5	-2.2	-1.4	-1.1	0.6	-6	-3	-1	8
O=C(NCc1ccc(F)cc1)C1CC(=O)N(Cc2ccco2)C1 (stereo unspecified)	-5	0	1.2	2.6	-2.7	0.7	2	4	0	-11
O=C(COC(=O)c1ccco1)NC1CCCc2ccccc21 (stereo unspecified)	0	-2	0.3	1.2	0.6	2.4	-5	-2	3	-6
Cn1nnnc1SCC(=O)N1CCN(c2ccccc2)CC1	-2	4	-1.1	0.2	-1.1	1.1	-6	1	2	16
N#C/C(=C(/O)c1ccc([N+](=O)[O-])cc1)c1nnc2n1CCCCC2	22	3	0.0	0.3	-2.6	0.1	-4	-2	-9	11
CCOc1ccc2oc(=O)cc(CN3CCOCC3)c2c1	-1	-2	.	.	-1.2	2.7	-4	0	-4	8
O=c1ccc2cc(S(=O)(=O)Nc3ccc(Br)cc3)ccc2o1	-1	-2	.	.	-1.4	2.8	-3	0	4	-8
CCOC(=O)COc1cc(Br)c(/C=N/Nc2ccccc2)cc1OC	-6	1	1.7	2.2	-2.4	2.5	-1	-1	-9	-13
CCN1CCc2nc(NC(=O)C(c3ccccc3)c3ccccc3)sc2C1	-18	4	1.4	-0.3	.	-0.2	0	.	6	10

Among those listed so far, two contain bromine:
SMILES	Rtt109 Vps75	DAGLB inhibitor	E coli growth	AddAB inh	CAL PDZ FP	phage Ecoli inh	Tat transport	Wnt act	PfHsp90 yeast 2	PvdQ acylase
O=c1ccc2cc(S(=O)(=O)Nc3ccc(Br)cc3)ccc2o1	-1	-2	.	.	-1.4	2.8	-3	0	4	-8
CCOC(=O)COc1cc(Br)c(/C=N/Nc2ccccc2)cc1OC	-6	1	1.7	2.2	-2.4	2.5	-1	-1	-9	-13

Quoted from the listing:
CN(CCCC1CCCC1)C(=O)CCc1nnc(-c2ccccc2)o1 in AddAB inh reads -1.3
CCCc1ccc2oc(C(=O)N(C)Cc3ccn[nH]3)c(C)c2c1 in DAGLB inhibitor reads 0

The listing picks up, starting 2 compounds before the break.
SMILES	Rtt109 Vps75	DAGLB inhibitor	E coli growth	AddAB inh	CAL PDZ FP	phage Ecoli inh	Tat transport	Wnt act	PfHsp90 yeast 2	PvdQ acylase
CCOC(=O)COc1cc(Br)c(/C=N/Nc2ccccc2)cc1OC	-6	1	1.7	2.2	-2.4	2.5	-1	-1	-9	-13
CCN1CCc2nc(NC(=O)C(c3ccccc3)c3ccccc3)sc2C1	-18	4	1.4	-0.3	.	-0.2	0	.	6	10
CCN=C1SC(C(=O)Nc2ccc(OC)cc2)CC(=O)N1CC (stereo unspecified)	-2	-3	0.2	3.4	-0.6	3.6	-17	2	-21	1
COc1ccc(/C=C/c2cccc[n+]2C)c(O)c1	-6	0	0.3	3.8	0.1	1.3	-3	-1	31	-14
O=C(Cc1ccc([N+](=O)[O-])cc1)Nc1cccc(C(=O)N2CCOCC2)c1	-2	2	-1.1	0.6	-1.2	1.5	2	-2	?	-9
O=C(c1ccc2c(c1)OCO2)N1CCN=C1SCc1ccccc1	4	-2	1.8	4.7	-0.9	3.9	1	-4	12	-17
COCCN1CCN(C(=O)C2CCC(=O)N(CCc3ccc(Cl)cc3)C2)CC1 (stereo unspecified)	-4	0	-0.6	1.6	-0.6	3.2	-3	3	9	-5
CCOP(=O)(c1ccc(N(C)C)cc1)C(O)c1cc(OC)c(OC)c(OC)c1 (stereo unspecified)	5	-1	1.2	0.0	-0.2	3.6	-5	20	-3	-8
COc1ccc(CNC(=O)Cn2nc([N+](=O)[O-])c(Br)c2C)cc1	5	-2	-0.6	0.2	0.4	2.0	-2	1	5	-4
O=C(NCc1cccc(F)c1)c1ccc2nc(N3CCOCC3)sc2c1	-9	-5	1.1	-0.9	-2.3	2.8	3	0	11	-9
CN(CCC#N)C(=O)CC1(Cc2ccccc2)CCOC(C)(C)C1 (stereo unspecified)	-6	0	-0.6	1.5	-0.3	1.7	-5	5	19	3
COc1cc(C)c(CN2CCCCC2CO)cc1C (stereo unspecified)	-1	1	-2.5	-0.8	.	3.0	2	.	-16	-13
CN(C)CCNc1oc(-c2cccc(Cl)c2)nc1C#N	-12	2	-2.8	1.5	-0.8	3.6	3	.	.	-18
Cc1ccc(/C=N\NC(=O)CNC(=O)C23CC4CC(CC(C4)C2)C3)o1	-5	2	0.6	-2.6	-2.4	1.0	-1	-1	1	0
O=C1CSC(c2nn(-c3ccccc3)cc2-c2cc3ccccc3oc2=O)N1Cc1ccco1 (stereo unspecified)	1	-5	-0.6	3.0	-0.6	1.7	10	0	4	7
CC(=O)NC(NC(=S)Nc1ccc(N=Nc2ccccc2C)cc1C)C(Cl)(Cl)Cl (stereo unspecified)	-17	3	-1.6	1.0	-0.7	0.5	2	.	-11	1
Cc1cc(C)c(NC(=O)c2ccc(CNS(=O)(=O)c3cc(C(F)(F)F)ccc3Cl)cc2)c(C)c1	-17	-3	0.9	3.2	-2.0	5.5	-3	.	-4	-3
CCOC(=O)N1CCC(N2C(=O)c3ccccc3C2=O)CC1	-8	2	-3.0	-0.3	0.0	1.7	-6	-1	-5	2
O=C(CCSc1ccc(Cl)cc1)NC12CC3CC(CC(C3)C1)C2	13	-11	0.1	2.6	-1.2	0.4	11	14	-5	-15
O=C1C(=O)N(Cc2cccnc2)C(c2cccc(O)c2)/C1=C(\O)c1ccc2c(c1)OCCO2 (stereo unspecified)	19	-3	-2.4	0.7	-2.0	-1.9	-12	2	-3	3
COC(=O)c1ccc(CSc2nnc(-c3ccncc3)n2Cc2ccccc2)o1	-9	-2	1.4	2.4	-0.3	1.7	-6	-9	-14	2
COc1ccccc1N1CCN(CCCN2C(=O)C3CCCN3C2=O)CC1 (stereo unspecified)	0	3	.	.	-8.6	-2.7	-3	-2	-16	-6
CC(CC(=O)O)CC(=O)Nc1cc([N+](=O)[O-])ccc1O (stereo unspecified)	16	1	1.3	1.3	0.1	4.3	6	-8	-8	12
CCCCN1C(=O)NC(NC(=O)c2ccco2)(C(F)(F)F)C1=O (stereo unspecified)	11	0	-0.5	1.0	-0.5	2.1	-5	.	7	-18
CCCCSc1n[nH]c(=S)c2nc[nH]c12	4	0	.	.	0.0	1.5	8	-3	.	10
CC[C@@H](C)[C@@H](C(=O)N1CCN(C(=O)OC(C)(C)C)CC1)n1cc(CCCN=C(NC(=O)OC(C)(C)C)NC(=O)OC(C)(C)C)nn1	-2	-1	0.5	1.6	0.2	2.0	19	-1	-15	8
O=c1[nH]c(CSc2ncnc3sccc23)nc2ccccc12	-14	0	1.3	2.3	-1.5	3.5	1	14	4	-8
CC(C)NC(=S)N/N=C1\CCCCc2ccccc21	.	-7	-1.6	1.3	-2.8	2.0	-1	-2	-12	12
O=C(NC1CCCCC1NC(=O)c1ccco1)c1ccco1 (stereo unspecified)	-3	-1	-1.6	-1.4	0.0	4.0	-2	.	5	-12
CCOC(=O)c1[nH]ncc1CN1CCCC(C(=O)c2ccc(OC)cc2C)C1 (stereo unspecified)	-16	3	-2.8	-1.0	-3.0	2.6	4	-6	7	-2
COc1ccc(S(N)(=O)=O)cc1C(=O)NNC(=O)CN(C)S(=O)(=O)c1ccc(Cl)cc1	2	-1	2.5	3.5	-0.2	0.0	6	3	.	-5
CCCCN(CCCC)S(=O)(=O)c1ccc2[nH]c(=O)[nH]c2c1	3	-2	-1.0	0.6	-0.1	3.0	9	0	.	-14

Arranged by length of the SMILES (highest first): some entries from above
SMILES	Rtt109 Vps75	DAGLB inhibitor	E coli growth	AddAB inh	CAL PDZ FP	phage Ecoli inh	Tat transport	Wnt act	PfHsp90 yeast 2	PvdQ acylase
Cc1ccc(NC(=O)CC2S/C(=N/c3nccs3)N(C)C2=O)c(C)c1 (stereo unspecified)	2	-3	1.7	0.7	-1.5	3.8	-6	.	-5	-21
CN(CCCC1CCCC1)C(=O)CCc1nnc(-c2ccccc2)o1	15	-2	-1.4	-1.3	-0.8	3.1	9	10	-38	-5
CCOc1ccc2oc(=O)cc(CN3CCOCC3)c2c1	-1	-2	.	.	-1.2	2.7	-4	0	-4	8
CC(Oc1ccccc1)C(=O)NC1CCCCCCC1 (stereo unspecified)	-4	-5	0.3	-0.2	-2.3	-0.5	-1	-1	3	-10
